Assay outcomes as filed in PubChem.
LmPK inhibitor – blocks Leishmania mexicana pyruvate kinase activity | Q27686 | purified LmPK, Kinase-Glo ATP luminescence, 1 h | Potency, µM (top dose mostly 57.5 µM), inactives show at the highest dose activity change, negative = inhibition, usual class: inhibitors | hit rate 0.37% among 290,000 | AID 1721; note: potency is the fitted concentration of half-maximal effect; % is set by controls: 0 for no effect and ±100 for the full control effect
Target sequence (Q27686 whole entry, looked up): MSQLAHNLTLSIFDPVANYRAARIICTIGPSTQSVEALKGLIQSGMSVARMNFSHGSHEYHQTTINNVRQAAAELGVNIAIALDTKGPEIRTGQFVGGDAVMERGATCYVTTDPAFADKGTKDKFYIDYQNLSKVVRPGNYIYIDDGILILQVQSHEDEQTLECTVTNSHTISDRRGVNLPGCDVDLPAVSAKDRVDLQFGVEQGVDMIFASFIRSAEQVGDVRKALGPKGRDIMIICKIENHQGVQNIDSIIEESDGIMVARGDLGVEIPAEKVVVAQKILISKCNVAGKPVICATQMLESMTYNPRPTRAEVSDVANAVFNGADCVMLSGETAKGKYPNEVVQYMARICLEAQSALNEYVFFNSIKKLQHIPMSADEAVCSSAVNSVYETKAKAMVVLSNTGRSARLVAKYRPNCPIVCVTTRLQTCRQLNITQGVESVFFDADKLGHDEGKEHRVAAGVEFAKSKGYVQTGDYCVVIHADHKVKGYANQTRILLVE
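0.1 nM LmPK, 0.5 mM PEP, 0.1 mM ADP; 50 mM imidazole pH 7.2, 7 mM MgCl2, 50 mM KCl; 1 h RT. Kinase-Glo luminescence readout, normalized to no-enzyme (full inhibition) and uninhibited wells.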
Cycloheximide cs – affects cycloheximide protein synthesis inhibition readout, counter-screen | cell reporter, cycloheximide protein synthesis inhibition counterscreen | max response, % | hit rate 12% among 300,000 | AID 2314; in the data active = max response mostly above about 13%, no sharp cut-off; inactive = mostly below about 14%; note: read at 38.3 µM for the half of the compounds with a filed dose; 0% is about no effect
Pf growth 96h – P. falciparum growth inhibition at 96 hour, primary screen for plastid delayed-death inhibitors | AID 504834 | hit rate 6.9% among 320,000 | P. falciparum luciferase reporter growth, 96 h | Potency, µM (titrated, usually from 28.7 µM), for inactives: at the top dose activity change, negative = inhibition, most hits filed as inhibitors; note: potency is the fitted concentration of half-maximal effect; % is set by controls: 0 for no effect and ±100 for the full control effect
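Two parasite generations (96 h, 37 C, 5% CO2) of compound exposure in infected erythrocytes (0.05% parasitemia, 2% hematocrit). Luciferase-reporter P. falciparum; decreased luminescence indicates inhibited growth, aimed at apicoplast-acting delayed death.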
Pf growth 48h – P. falciparum growth inhibition at 48 hours (one generation). P. falciparum luciferase growth in erythrocytes, 48 h. Potency, µM (titrated, usually from 28.7 µM), without a hit: at the highest dose activity change, negative = inhibition, most hits filed as inhibitors. hit rate 5.9% among 310,000; note: potency is the fitted concentration of half-maximal effect; % is set by controls: 0 for no effect and ±100 for the full control effect
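A one-generation exposure of luciferase-tagged malaria parasites in RPMI 1640/Albumax erythrocyte culture, 37 C and 5% CO2. Inhibition is inferred from decreased luminescence after adding detection reagent.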
AMA1 RON2 block – disrupts binding of P. falciparum AMA1 to RON2; hit rate 0.2% among 360,000; Potency, µM (top dose mostly 58.2 µM), without a hit: at the highest dose activity change, negative = inhibition, actives largely listed as inhibitors; AlphaScreen AMA1-biotinylated RON2 peptide binding; AID 720542;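 note: potency is the fitted concentration of half-maximal effect; 0% = vehicle wells and -100% = peptide control; nearly all actives have a fitted effect of over 45% in size; some results filed as inactive show a strong effect at the top dose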
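AMA1 (3D7) with his tag at 25 nM final met compounds first, then biotinylated RON2 peptide at 25 nM; detection used donor plus acceptor beads, 10 µg/mL apiece, read by AlphaScreen after 30 min at room temperature.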
Tb PYK inh – inhibitors of Trypanosoma brucei pyruvate kinase; Q57TT1; TbPYK enzyme, Kinase-Glo Plus ATP luminescence, 45 min; Potency, µM (titrated, usually from 76.8 µM), inactives show at the highest dose activity, negative = inhibition, hits mostly inhibitors; hit rate 0.12% among 410,000; note: potency is the fitted concentration of half-maximal effect; % is set by controls: 0 for no effect and ±100 for the full control effect; nearly all actives have a fitted effect of over 50% in size
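Readout: single end-point luminescence (Kinase-Glo Plus, 10 min). Reaction conditions were TbPYK/substrate plus 130 uM ADP, 45 min at RT, pH 7.2 TEA buffer. No-enzyme wells served as controls, and data were normalized before concentration-response fitting.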
Shiga toxin inh – blocks Shiga toxin action in Vero cells | inhibition, % at 38.7 µM | hit rate 9.2% among 290,000 | AID 2315 | Vero cells, Shiga toxin protein synthesis inhibition reporter; in the data active = inhibition mostly above about 28%, no sharp cut-off; inactive = mostly below about 43%; note: 0% is about no effect
* marks the source's active call; other numbers are inactive results; ? = inconclusive; . = no result given; & = joins results of further samples; [ ] = another dose, or the depositor's remark. Unless noted, calls come from the whole dose curve; as a rule, active = well fitted curve in the direction sought with a large enough effect; inconclusive = small, poorly fitted or top-dose-only effect, or another doubt; inactive = no such curve, though single readings can be large; an effect the other way counts as inactive or inconclusive.

SMILES | LmPK inhibitor | Cycloheximide cs | Pf growth 96h | Pf growth 48h | AMA1 RON2 block | Tb PYK inh | Shiga toxin inh
CC12CC3(C)CC(C)(C1)CC(NC(=O)N1CCCC1)(C2)C3 | -1% | -4 | ? | . | -18% | 1% | -3
O=C(CSc1cc(Cl)ccc1Cl)Nc1ccc(N2CCOCC2)cc1 | . | . | ? | ? | -1% | 0% | .
COc1ccc(NC(=O)CN(C)CC(=O)Nc2ccc(C)c(S(=O)(=O)N3CCCCC3)c2)cc1 | . | . | ? | ? | 34%[activator] | -4% | .
COc1ccccc1CN1CC(C(=O)NCc2cccc(C)n2)CCC1=O (centres undefined) | -10% | -5 | 33%[activator] | 9% | 20% | 0% | 10
O=C1/C(=C/c2ccc([N+](=O)[O-])cc2)CCc2ccccc21 | -19% | 71* | 210%[activator] | 265%[activator] | . | . | 127*
COc1ccc(OC)c(CCNC(=O)CCC(=O)N2CCOc3ccc(C)cc32)c1 | 3% | 1 | ? | 0% | -4% | 4% | -3
C/C(=N\NC(=O)C1=NNC(=O)C1C)c1cccs1 (centres undefined) | -9% | 34* | 3% | 0% | 35%[activator] | -3% | 90*
COc1cccc(NC(=O)CN2C(=O)C(c3ccc(C)cc3)=NC23CCCCCC3)c1 | 3% | 1 | ? | ? | 2% | -9% | 14
COc1ccccc1-c1sc2ccccc2c1-c1ccc(Br)nc1 | . | . | ? | ? | 0% | 3% | .
COc1ccc(C(=O)NCCc2ccc(C(F)(F)F)cc2)cc1S(=O)(=O)N1CCOCC1 | . | . | -19% | ? | 2% | 1% | .
Cc1ccc(NC(=O)Nc2ccccc2C(N)=O)cc1 | 16µM* | 29* | 37%[activator] | 50%[activator] | -7% | -17% | 63*
O=C(c1cccs1)N1CCC2(O)CCCCC2C1c1ccc(F)cc1 (centres undefined) | -1% | 1 | 41%[activator] | 8% | 10% | -11% | -10
CCN(CC)c1ccc(NC(=O)c2cnc3ccccn3c2=O)c(C)c1 | -15% | -2 | ? | -29% | -11% | -15% | -2
Cc1cc(C)n(CCN(C)c2nc3nonc3nc2NC2CC2)n1 | 8% | -2 | 20% | 0% | -2% | 4% | -20
OC(COc1ccc(Cl)c2ccccc12)CN1CCN(c2ccccn2)CC1 (centres undefined) | 1% | -2 | 20% | 1% | -26% | 0% | -23
COCCN(CCOC)S(=O)(=O)c1ccc(C(=O)Nc2nc(-c3ccncc3)cs2)cc1 | 2% | 3 | 32%[activator] | ? | -6% | -5% | -9
CC1CCCN(C(=O)COC(=O)Cc2c[nH]c3ccccc23)C1 (centres undefined) | . | . | -1% | -5% | 18% | -5% | .
N#Cc1nc(-c2ccc(OCc3ccccc3)cc2)oc1NCCCn1ccnc1 | 12% | -1 | 15%[5.75 µM] | 2.9µM* | 6% | -4% | 11
CC(C)c1ccccc1NC(=O)CNCCOc1ccccc1F | 2% | -2 | -14% | . | ? | 2% | -8
CCOC(=O)c1c(NC(=O)c2ccoc2C)sc(C)c1C | -3% | -2 | . | 19% | 0% | 0% | -7
CCOc1cccc(OCCOCCN2CCCC2)c1 | -11% | -3 | 1% | 3% | -25% | -14% | -1
CCCC(C)NC(=O)CN1C(=O)c2cccc3cccc1c23 (centres undefined) | 0% | -2 | 66%[activator] | -20% | -10% | 3% | .
COC(=O)C1CCN(C(=O)CSc2nnc(-c3ccncc3)o2)CC1 | -3% | -3 | 5.2µM* | 13% | -6% | -3% | -6
Cc1c(NC(=O)OCCSc2nc(N(C)C)nc(N(C)C)n2)sc(=S)n1C | 1% | 11 | 0% | -19% | 1% | 6% | 4
CCN(Cc1ccccc1)C1CCN(Cc2ccccc2)CC1 | -2% | -2 | 0% | ? | 0% | 2% | -9
COc1cc(OC)nc(NC(=S)NC(=O)c2ccccc2)n1 | -9% | -1 | 40%[activator] | ? | 43%[activator] | -14% | -9
Cc1ccc(C(=O)N/N=C\c2ccc(-c3ccc(Cl)cc3)o2)cn1 | -2% | 8 | 4% | 7% | 10% | 1% | 6
NC(=O)c1ccccc1NC(=S)NC(=O)c1ccc(Br)o1 | 2% | 35* | 24% | 34%[activator] | 20% | 0% | 56*
Clc1ccc(CSc2nc3ccncc3[nH]2)cc1 | ? | 51* | 4.7µM* | . | -8% | -3% | 51*
Cc1ccc(S(=O)(=O)Nc2ccc(C(=O)NC3CC3)cc2)cc1 | 2% | -2 | 13% | 24% | 2% | -4% | -14
CC(NC(=O)c1ccc(NC(=O)CC2SC(N3CCCC3)=NC2=O)cc1)c1ccc(F)cc1 (centres undefined) | . | . | ? | ? | 1% | 3% | .
COC(=O)c1ccccc1NC(=O)CSc1nc(Nc2ccccc2)nc(N2CCOCC2)n1 | 0% | 4 | -10% | 9.3µM* | -10% | 0% | 14
OC(COc1ccccc1)CN1CCN(C(c2ccccc2)c2ccccc2)CC1 (centres undefined) | -6% | -1 | 19% | ? | -10% | 2% | -6
O=C(NCc1csc(-c2cccs2)n1)c1ccsc1 | -4% | 22* | 46%[activator] | 71%[activator] | -7% | -4% | 55*
CN(CC(=O)Nc1cccc2ccccc12)c1ccc(S(=O)(=O)N2CCOCC2)cn1 | 4% | -2 | . | -24% | 6% | 3% | 2
O=C(O)CCc1ccc(-c2cccs2)n1-c1ccc(C(=O)O)cc1 | 0% | 1 | ? | . | -8% | -20% | 19
CCc1nc2ccc(C(=O)N3CCN(c4cccc(Cl)c4)CC3)cc2nc1CC | 0% | -1 | 7.4µM* | 1% | -13% | 20%&-1% | -14
CN1CCN(c2oc(/C=C/c3ccccc3)nc2C#N)CC1 | -4% | -3 | -3% | -10% | 15% | -1% | 29
Cc1cc(C)c(OCCN2CC(C)OC(C)C2)c(Br)c1 (centres undefined) | -2% | -1 | 29% | -1% | ? | -14% | 15
CCN(CC)C(=O)CSc1nnc(-c2cnccn2)n1-c1ccc(C)cc1 | 2% | 0 | 4%[5.75 µM] | -10% | -8% | -1% | 13
Cc1cnn(-c2cc(N/N=C/c3ccccc3)ncn2)c1 | 0% | 16 | 50%[activator] | -2% | -3% | 1% | 37
COc1cccc(-c2nnc(SCc3nc4ccccc4s3)n2C)c1 | 3% | 24* | ? | . | 3% | -5% | 16
COC(=O)c1ccc(C)c(NC(=O)CSc2nc3[nH]c(=O)cc(O)c3s2)c1 | . | . | -28% | ? | 11% | -6% | .
C=CCN1CN(S(=O)(=O)c2cccs2)c2nc3ccccc3nc21 | 6% | 6 | . | -12% | -3% | -3% | 3
COc1cccc(-c2csc(N3CCN(C(=S)Nc4ccccc4OC)CC3)n2)c1 | 2% | 2 | ? | ? | 10% | -12% | -4
OC(COc1ccc(CN2CCCCO2)cc1)CN1CCCCC1 (centres undefined) | -1% | -8 | 12µM* | ? | 3% | -8% | 15
COc1ccccc1C(=O)C1CCCN(Cc2cccc(OCCO)c2)C1 (centres undefined) | -6% | -4 | -9% | 1% | -9% | -14% | -2
COc1ccccc1-n1c(O)c(C=NCCN2CCNCC2)c(=O)[nH]c1=O | 0% | -2 | 1% | ? | 14% | -4% | 5
COc1ccc(C2CC(c3ccccc3C)n3nc(N)nc3N2)cc1 (centres undefined) | 5% | -3 | 194%[activator] | 4% | -1% | 1% | -1
O=C(NNC(=O)c1ccccc1[N+](=O)[O-])c1ccccc1[N+](=O)[O-] | 7% | 1 | 7.4µM* | 10% | -8% | 0% | -10
O=C(c1ccc(S(=O)(=O)Cc2ccccc2Cl)c([N+](=O)[O-])c1)N1CCOCC1 | 0% | -2 | 8% | ? | -9% | 2% | -4
Cc1cc(C)c(S(=O)(=O)NCC23C=CC(O2)C2C(=O)N(c4ccccc4)C(=O)C23)c(C)c1 (centres undefined) | 3% | 3 | 53%[activator] | 0% | -11% | -20% | -2
CCOC(=O)CC(=O)CSc1nc(-c2cccnc2)cc(C)c1C#N | -5% | -2 | -5% | 31%[activator] | 18% | -24% | -18
COc1cc2c(cc1OC)C(c1ccc(C)cc1)NC(=O)C2 (centres undefined) | -2% | -1 | ? | -16% | -8% | 2% | -2
Cc1noc(/C=C/N(C)C)c1S(=O)(=O)N1CCCC(C(=O)Nc2ccccc2F)C1 (centres undefined) | 0% | 1 | ? | -16% | 8% | -1% | 5
O=C(NCCOc1ccccc1F)c1cccc(S(=O)(=O)N2CCN(c3ccccc3)CC2)c1 | . | . | ? | ? | -16% | -3% | .
O=C1c2ccccc2CN1C(CO)Cc1ccccc1 (centres undefined) | -5% | -2 | 24% | 3% | -13% | 4% | -4
O=C(CN(Cc1ccco1)C(=O)CCC(=O)Nc1ccccn1)NCc1ccccc1 | -1% | -6 | 1% | 1% | 16% | -1% | -14
Cc1noc(C)c1C(=O)OCC(=O)Nc1ccccc1SCC#N | . | . | -13% | 5% | 11% | -5% | .
COc1ccc(C(=O)NC2CCN(Cc3ccccc3)C2)cc1S(=O)(=O)N1CCOCC1 (centres undefined) | . | . | ? | -13% | -2% | 3% | .

Copied from the listing for reference:
SMILES | LmPK inhibitor | Cycloheximide cs | Pf growth 96h | Pf growth 48h | AMA1 RON2 block | Tb PYK inh | Shiga toxin inh
OC(COc1ccc(CN2CCCCO2)cc1)CN1CCCCC1 (centres undefined) | -1% | -8 | 12µM* | ? | 3% | -8% | 15
COc1ccccc1C(=O)C1CCCN(Cc2cccc(OCCO)c2)C1 (centres undefined) | -6% | -4 | -9% | 1% | -9% | -14% | -2
COc1ccccc1-n1c(O)c(C=NCCN2CCNCC2)c(=O)[nH]c1=O | 0% | -2 | 1% | ? | 14% | -4% | 5

The listing continues.
SMILES | LmPK inhibitor | Cycloheximide cs | Pf growth 96h | Pf growth 48h | AMA1 RON2 block | Tb PYK inh | Shiga toxin inh
COc1ccc(CNC(=O)CN(Cc2ccccc2Cl)C(=O)c2csnn2)cc1 | -6% | -2 | 31%[activator] | 10% | -2% | -1% | -3
N=C1/C(=C\c2ccc(OC(=O)c3ccco3)cc2)C(=O)N=C2SC=NN12 | -4%[11.5 µM] | -1 | 14% | ? | 30% | -4% | -2
COc1ccccc1C(CCNS(=O)(=O)c1ccc(C)cc1)c1ccco1 (centres undefined) | 7% | 6 | ? | ? | -6% | 0% | 5
C=CCNC(=O)CSc1nnc(-c2cccs2)o1 | 2% | 7 | 11% | 68%[activator] | -3% | 3% | 10
O=C(Cn1cnc2ccccc2c1=O)NCC(=O)N1CCOCC1 | 1% | -5 | ? | -22% | -9% | 3% | 7
Cc1ccc(-c2cc(-c3c(C)nn(C)c(=O)c3N)[nH]n2)cc1 | -4% | 26* | ? | ? | -27% | 0% | 30
CC1=C(C(=O)Nc2ccc(C)cc2C)C(c2cccc(Cl)c2)n2nc(C(=O)OC(C)C)nc2N1 (centres undefined) | 2% | -7 | 19% | ? | 13% | 0% | -14
O=C(O)CCN(Cc1ccccc1)S(=O)(=O)c1ccc(Cl)cc1F | 4% | -6 | 27% | 6% | 24% | 0% | -2
COc1ccc(CCN2C(=O)CC(C(N)=O)SC2=Nc2ccc(F)cc2)cc1OC (centres undefined) | 0% | -3 | -17% | 9% | -3% | -22% | -5
